# L major viab: inhibitors of Leishmania major promastigote growth; Leishmania major promastigotes, resazurin fluorescence viability; inhibition, % at 10 µM; 9% of 200,000 active; in the data active = inhibition above about 50%;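 note: promastigotes grown with compound for 44 hours at 28 °C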
# Redox H2O2 prof: compounds producing H2O2 with reducing agent – biochemical, NIH compound library profiling, artefact control for MLSCN library redox annotation, primary screen; 0.03% of 200,000 active; DTT-dependent redox cycling H2O2, phenol red/HRP absorbance; 100% = 100 µM peroxide control, 0% = buffer; activation, % at 10 µM;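 active = activation of at least 50% relative to the plate's high and low controls in the primary single-dose screen; inactive = activation below 50%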;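 note: compound incubated with DTT at 0.8 mM final as the reducing agent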
# S1P3 antagonist: antagonists of human S1P3 receptor; Q99500; 0.27% of 170,000 active; inhibition, % at 4.98 µM; CHO S1P3 NFAT-BLA reporter, FRET fluorescence, antagonist mode;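 active = inhibition above the plate cutoff, the mean inhibition of test wells on that plate plus 3 SD, cut at about 28% in these data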;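 note: cells challenged with S1P at its EC80 of 0.8 µM; blue over green emission ratio from cleaved BLA substrate after 4 h stimulation; 0% = S1P-stimulated wells and 100% = unstimulated DMSO-only wells; some compounds past the cut are filed as inactive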
# Target sequence (Q99500 whole entry, looked up): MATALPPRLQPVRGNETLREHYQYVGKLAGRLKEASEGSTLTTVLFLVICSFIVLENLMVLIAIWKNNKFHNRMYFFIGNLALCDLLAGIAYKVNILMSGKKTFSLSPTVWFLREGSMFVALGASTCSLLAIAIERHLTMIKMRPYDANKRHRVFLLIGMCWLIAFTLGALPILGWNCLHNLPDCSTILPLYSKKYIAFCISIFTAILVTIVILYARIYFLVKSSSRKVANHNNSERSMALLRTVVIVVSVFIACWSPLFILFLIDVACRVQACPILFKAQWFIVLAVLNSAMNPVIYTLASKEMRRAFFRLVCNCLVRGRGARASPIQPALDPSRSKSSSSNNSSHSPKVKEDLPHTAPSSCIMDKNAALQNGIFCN
# PPARg SRC-2 ag: agonists of SRC-2 recruitment by human PPARgamma; activation, % at 8 µM; 0.34% of 200,000 active; PPARgamma LBD-SRC-2 recruitment, biochemical; in the data active = activation above about 22%;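 note: 0% = vehicle and 100% = reference agonist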
# bIAP inhibitor: blocks bovine intestinal alkaline phosphatase activity | purified bovine IAP, CDP-star luminescence, 30 min | inhibition, % at 20 µM | 190,000 tested, under 10 active | AID 1019;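 active = over 50% inhibition of intestinal alkaline phosphatase at 20 µM in the single-dose screen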
#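 System: purified bovine intestinal alkaline phosphatase (IAP) enzyme; Input: IAP diluted 1/65,000,000 in the well; Measured by: CDP-star luminescence signal; Compound dosing: 20 µM single dose; Incubation: 30 min reaction at room temperature.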
# ROMK mod: modulators of human ROMK potassium channel; Tet-inducible ROMK, thallium flux fluorescence; actives lie on both sides; B-score at 10 µM; 2% of 130,000 active; AID 1918;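 active = signal ratio slope over the read window, or its plate-corrected B-score, at least 3 SD from the plate mean, either direction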;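 note: B-score of the F/F0 ratio slope over 7 to 12 s after thallium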
# Target sequence (P48048 whole entry, looked up): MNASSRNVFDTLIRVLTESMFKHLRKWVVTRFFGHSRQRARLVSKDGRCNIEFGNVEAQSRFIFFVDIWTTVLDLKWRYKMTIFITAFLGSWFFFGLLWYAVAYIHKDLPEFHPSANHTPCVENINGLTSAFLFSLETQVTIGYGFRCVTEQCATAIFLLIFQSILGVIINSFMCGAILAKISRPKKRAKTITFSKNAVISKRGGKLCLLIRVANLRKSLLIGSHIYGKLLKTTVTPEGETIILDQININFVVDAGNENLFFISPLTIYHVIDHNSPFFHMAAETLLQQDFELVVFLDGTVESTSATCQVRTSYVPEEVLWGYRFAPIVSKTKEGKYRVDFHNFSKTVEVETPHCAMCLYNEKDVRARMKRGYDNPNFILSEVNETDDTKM
# SRC2 TRFRET art: counter-screen for PPARgamma SRC-2 recruitment agonists: TR-FRET artefact; TR-FRET ratio at 8 µM; 0.4% of 200,000 active; AID 1049; stronger effect = higher value; in the data active = TR-FRET ratio above about 2000; note: inactives centre near 1500; reference of the scale not given here
# PPARg SRC1 recr: agonists of human PPARgamma SRC-1 coactivator recruitment; PPARgamma-SRC-1 coactivator recruitment biochemical assay; activation, % at 8 µM; 0.41% of 200,000 active; in the data active = activation above about 19%;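 note: 0% = DMSO and 100% = reference agonist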
# RAM network inh: yeast RAM network inhibition. S. cerevisiae dse1pr::URA3 reporter, 5-FOA growth OD615, 2 d; analog-sensitive cbk1-as2 kinase mutant strain. inhibition, % at 50 µM. 1.8% of 190,000 active. AID 868;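 active = inhibition above a set limit, 3 SD over mean compound inhibition, cut at about 8.4% in these data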;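 note: 0% = DMSO-only wells with no growth and 100% = 10 µM 1-NA-PP1 full growth; inhibition rescues growth on 5-FOA so higher OD means more RAM inhibition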
# HMGR II inh: blocks class II HMG-CoA reductase of Enterococcus faecalis. purified E. faecalis HMGR, NADPH absorbance 340 nm kinetic. inhibition, % at 10 µM. 0.41% of 190,000 active;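 active = inhibition above a set limit, the median over all tested compounds plus 3 SD, cut at about 9.5% in these data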;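 note: enzyme runs in reverse so mevalonate oxidation gives rising NADPH absorbance; 0% = complete reaction with DMSO and 100% = background rate lacking mevalonate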
# PPARg SRC3 recr: promotes SRC-3 coactivator recruitment by human PPARgamma; P37231; biochemical PPARgamma/SRC-3 coactivator recruitment assay; activation, % at 8 µM; 0.26% of 200,000 active; AID 731; in the data active = activation above about 23%;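 note: 0% = DMSO and 100% = reference agonist; some compounds past the cut are filed as inactive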
# Starred values were filed as active, the others as inactive; . = no result given.
# The first ten compounds, ahead of the listing:
SMILES,L major viab,Redox H2O2 prof,S1P3 antagonist,PPARg SRC-2 ag,bIAP inhibitor,ROMK mod,SRC2 TRFRET art,PPARg SRC1 recr,RAM network inh,HMGR II inh,PPARg SRC3 recr
O=C1C2C(C(=O)N1/N=C/c1cc([N+](=O)[O-])ccc1O)C1C=CC2C12CC2 (stereo not drawn),-5,-3.1,.,-1,-4,.,1410,-4,1.8,-1,0
Cc1cc(C)c2cc(CN(CC3CCCO3)C(=S)NCc3ccco3)c(=O)[nH]c2c1 (stereo not drawn),23,-0.5,-4,9,-1,-0.37,1839,5,3.4,0,15
O=c1[nH]n(-c2cccc3cccnc23)c(=O)c2ccccc12,18,-0.2,0,-1,9,.,1330,-2,0.1,0,3
CCN(CCn1cccn1)Cc1nc(Cc2cccc(F)c2)no1,-4,-0.8,14,9,-7,1,1631,5,0.5,-8,-1
Cc1ccc(CO/N=C\Cc2snc(Sc3ncc(C(F)(F)F)cc3Cl)c2C#N)cc1,-5,0.5,.,-1,38,0.44,1544,-1,3.2,-1,-4
CN(C)c1ccc(CN2CCCCC2)cc1,7,-11,.,1,6,.,1456,0,3.2,4,3
CC(C)NC(=O)NC(=O)COC(=O)c1ccc(OC(F)(F)F)cc1,41,.,-6,7,12,0.36,1625,-4,3.5,-1,7
COc1ccc(NC(=O)Cn2nnc(-c3ccc(CN4CCOCC4)cc3)n2)c(OC)c1,83*,0.2,0,4,-3,-0.98,1708,6,1.7,-5,6
Cc1ccc(NC(=O)COC(=O)[C@H](C)NC(N)=O)c(C)c1,0,-2.2,5,-5,3,0.016,1637,-2,1.0,-6,-4
Cc1ccc(S(=O)(=O)N2CCC(C(=O)N[C@H](C(=O)NCC3CCCO3)C(C)C)CC2)cc1 (stereo partly drawn),-1,0.2,-14,-6,-2,-0.28,1524,3,-0.1,-1,-10

# All compounds of this part, repeating the preview:
SMILES,L major viab,Redox H2O2 prof,S1P3 antagonist,PPARg SRC-2 ag,bIAP inhibitor,ROMK mod,SRC2 TRFRET art,PPARg SRC1 recr,RAM network inh,HMGR II inh,PPARg SRC3 recr
O=C1C2C(C(=O)N1/N=C/c1cc([N+](=O)[O-])ccc1O)C1C=CC2C12CC2 (stereo not drawn),-5,-3.1,.,-1,-4,.,1410,-4,1.8,-1,0
Cc1cc(C)c2cc(CN(CC3CCCO3)C(=S)NCc3ccco3)c(=O)[nH]c2c1 (stereo not drawn),23,-0.5,-4,9,-1,-0.37,1839,5,3.4,0,15
O=c1[nH]n(-c2cccc3cccnc23)c(=O)c2ccccc12,18,-0.2,0,-1,9,.,1330,-2,0.1,0,3
CCN(CCn1cccn1)Cc1nc(Cc2cccc(F)c2)no1,-4,-0.8,14,9,-7,1,1631,5,0.5,-8,-1
Cc1ccc(CO/N=C\Cc2snc(Sc3ncc(C(F)(F)F)cc3Cl)c2C#N)cc1,-5,0.5,.,-1,38,0.44,1544,-1,3.2,-1,-4
CN(C)c1ccc(CN2CCCCC2)cc1,7,-11,.,1,6,.,1456,0,3.2,4,3
CC(C)NC(=O)NC(=O)COC(=O)c1ccc(OC(F)(F)F)cc1,41,.,-6,7,12,0.36,1625,-4,3.5,-1,7
COc1ccc(NC(=O)Cn2nnc(-c3ccc(CN4CCOCC4)cc3)n2)c(OC)c1,83*,0.2,0,4,-3,-0.98,1708,6,1.7,-5,6
Cc1ccc(NC(=O)COC(=O)[C@H](C)NC(N)=O)c(C)c1,0,-2.2,5,-5,3,0.016,1637,-2,1.0,-6,-4
Cc1ccc(S(=O)(=O)N2CCC(C(=O)N[C@H](C(=O)NCC3CCCO3)C(C)C)CC2)cc1 (stereo partly drawn),-1,0.2,-14,-6,-2,-0.28,1524,3,-0.1,-1,-10
Cc1cnc(C(=O)Nc2ccc(C)c(S(=O)(=O)N(C)C)c2)cn1,-2,0.4,8,0,-8,.,1532,8,3.4,1,-2
CCN(C(=O)COC(=O)c1c2c(nc3ccccc13)/C(=C/c1ccccc1)CC(C)C2)C1CCS(=O)(=O)C1 (stereo not drawn),20,0.4,-6,-5,12,-1.4,1594,-4,5.8,0,-3
CCN(CC)CCNC(=O)c1cc(S(C)(=O)=O)ccc1OC,-3,0.5,-8,-2,9,.,1409,7,1.1,-2,-3
C/C(=N\NC(=O)CCc1c[nH]c2ccccc12)c1cccc([N+](=O)[O-])c1,1,0.6,-13,-2,15,.,1658,-6,0.5,1,-5
Cc1ccc(Cn2c(=O)c3cccnc3n(CC(=O)Nc3cccc(C(F)(F)F)c3)c2=O)cc1,9,0.1,1,9,-14,-0.56,1760,6,3.1,-3,2
Cc1cc2oc(=O)cc(CN3CCC(C)CC3)c2c(C)c1Cl,5,-0.6,-13,0,7,.,1602,-5,1.2,-1,2
COc1ccc(N=Cc2sc(O)c3ccccc23)cc1,-5,0.7,.,28*,0,.,1635,22*,2.4,-2,26*
COc1ccc(Nc2oc(-c3ccccc3Cl)nc2C#N)cc1,-4,0.0,-3,2,29,.,1444,-1,3.9,-6,-5
Cc1ccc(-c2nnn(CC(=O)N(Cc3cccs3)C(C(=O)NCC3CCCO3)c3ccco3)n2)o1 (stereo not drawn),18,-0.3,-7,4,-27,-0.3,1534,3,3.4,-1,4
O=C1C(=C2CCCCC2)SC(=S)N1Cc1ccco1,5,0.5,-50,4,36,.,1402,-1,4.6,-3,3
Cc1ccc(-c2nc(CS(=O)CC(=O)NCCCN3CC(C)CC(C)C3)c(C)o2)cc1 (stereo not drawn),-2,-0.8,-3,0,2,.,1650,0,2.1,-5,-6
CCOc1cc(-c2nnc(-c3ccco3)o2)cc(OCC)c1OCC,2,-2.2,-12,2,12,.,1554,-1,3.0,-2,2
CCN(CC)CCOc1cc2c(nn1)Oc1ccccc1N2C,100*,-0.3,-19,1,-9,-0.35,1307,3,0.7,-6,5
O=C(O)c1ccccc1NS(=O)(=O)c1ccc(NNC(=S)Nc2ccc(OC(F)F)cc2)c([N+](=O)[O-])c1,-17,-0.6,1,10,30,.,1631,9,0.8,3,9
COC(=O)C1=CN(Cc2ccc(OC)cc2)C=C(C(=O)OC)C1c1ccsc1,100*,0.1,2,1,-27,-0.93,1359,-5,4.5,0,2
COc1cc(/C=C2\SC(=S)N(CC(=O)Nc3ccccn3)C2=O)cc(OC)c1OC,-6,0.6,2,3,18,.,1658,-2,6.0,-1,3
CCc1cc2c(=O)c(-c3nc4ccccc4[nH]3)coc2c(CN2CCC(C)CC2)c1O,12,-0.2,-9,0,.,.,1569,-2,.,.,1
Cc1ccc(CN2C(=O)c3ccccc3NC23CCN(Cc2ccccc2)CC3)cc1,96*,-0.1,-6,1,-7,.,1463,3,0.0,-1,1
Cc1ccc(-c2cc(-c3ccccc3Cl)c(C#N)c(N)n2)o1,34,0.4,0,-1,6,.,1605,4,0.5,-5,8
CCOc1cc(-c2nn3cnnc3s2)cc(OCC)c1OCC,40,0.2,6,6,8,-0.68,1656,0,3.9,0,9
CCOC(=O)c1c(NC(=O)CSc2nnc(-c3ccco3)o2)sc(C(C)=O)c1C,-6,1.8,-8,18,11,.,1840,10,1.5,3,13
CC(=O)/C(=N/Nc1cccc(Cl)c1)Sc1nnc(C(O)c2ccccc2)n1-c1ccccc1 (stereo not drawn),43,0.5,-4,0,5,.,1604,-3,2.9,-2,-3
O=C(O)c1cccc(Nc2nc(-c3cccnc3)nc3ccccc23)c1,-5,0.3,-1,-3,-2,1.1,1549,0,0.4,-7,0
S=C(NC12CC3CC(CC(C3)C1)C2)N1CCOCC1,-6,-0.3,-16,5,1,0.028,1423,6,1.0,-6,2
Cn1cc(C(=O)C(F)(F)F)c2ccccc21,1,3.0,.,-7,-3,.,1324,0,2.2,2,-3
CCO[C@H]1OC(C(=O)N2CCN(Cc3ccccc3)CC2)=C[C@@H](c2ccc(C(F)(F)F)cc2)[C@@H]1CCCO,12,-0.5,-16,6,-9,.,1691,-3,0.0,-1,1
Cc1c(SCCO)c(=O)[nH]c2cc3c(cc12)OCO3,2,1.2,.,18,7,0.57,1786,10,2.2,1,21
CCOC(=O)CSc1nc2c(c(=O)n(Cc3ccccc3Cl)c(=O)n2C)n1C,-5,2.1,10,-2,-2,.,1299,14,1.0,-1,9
O=C(N/N=C/c1c[nH]c2ccc(Br)cc12)c1ccc2c(c1)OCO2,5,-1.1,-4,-1,-4,0.043,1375,2,0.0,-3,-5
Cc1cccc(N(C(=O)c2ccc(CN3CCOCC3)o2)C(C(=O)NC(C)(C)C)c2ccc(F)cc2)c1 (stereo not drawn),9,0.1,.,0,0,-0.097,1565,2,2.9,-3,10
Nc1cc(OCC(F)(F)F)cc([N+](=O)[O-])c1,-7,-0.3,6,-3,-5,0.027,1486,10,0.6,-2,1
Cc1ccc2nc(C3CCN(C(=O)NCc4ccccc4)CC3)[nH]c2c1,2,2.2,-4,-12,0,0.76,1539,1,0.5,-8,-18
Cn1cccc1C1Nc2ccccc2NC2=C1C(=O)CC(C)(C)C2 (stereo not drawn),91*,-0.2,.,5,7,0.88,1600,-2,1.4,-1,2
COCC(=O)n1nc(-c2ccccc2)nc1NCc1ccc(F)cc1,2,-0.4,10,-1,6,.,1558,3,5.9,-4,-3
CC(=O)Nc1ccc(S(=O)(=O)n2cnc(C)c2)cc1,-2,-0.9,-39,4,13,.,1431,7,1.0,3,-2
COC(=O)c1ccc(C)c(NC(=O)CN2C(=O)c3ccccc3S2(=O)=O)c1,1,0.7,-7,-5,9,.,1470,-1,6.0,-3,-4
CN(C)C(=O)CCSc1nnc(-c2ccco2)o1,-17,-1.7,-5,-2,-4,-0.033,1805,8,1.2,1,3
Cc1cccc(N2CC(c3nc4ccccc4n3C)CC2=O)c1C (stereo not drawn),-1,-0.2,2,12,10,-0.94,1459,2,3.1,3,4
Cc1ccc(CN2C3=NC(=O)CN3c3ccccc32)cc1,0,-0.6,7,-12,-6,-0.51,1376,-4,0.0,-2,7
O=C(NCc1nc2ccccc2[nH]1)c1cc2ccccc2oc1=O,-2,0.2,-2,2,4,.,1635,9,-0.4,-2,12
Cc1cc(C)nc(SCc2nnc(SCC(N)=O)o2)n1,-6,0.4,-8,-2,6,0.063,1452,8,0.9,-6,1
C=CCn1c(SCCOc2ccc(OC)cc2)nnc1C(C)NC(=O)Cc1ccc(OC)cc1 (stereo not drawn),-2,-0.6,.,7,-26,.,1582,2,-0.3,0,1
O=C(Nc1ccccc1)Nc1cccc2nsnc12,-1,0.4,19,-1,9,-1.7,1604,4,3.4,-7,-2
CC(C)(C)Nc1nc(Cl)nc(N(C#N)CN2C(=O)c3ccccc3S2(=O)=O)n1,-5,-0.1,0,-5,-2,0.26,1556,3,-0.3,-2,-2
CCOC(=O)c1c(NC(=S)Nc2ccc(OC)cc2)sc2c1CCC2,0,0.1,12,8,-2,.,1599,0,6.5,0,1

# Source: PubChem BioAssay (several laboratories)
